# Compound activity as filed in PubChem BioAssay.
# NALP1 inh: inhibitors of NALP1 inflammasome in yeast. S. cerevisiae NALP1/ASC/caspase-1 growth, X-gal OD620, 72 h. inhibition, % at 10 µM. 280,000 tested, 0.61% active. AID 2071; in the data active = inhibition mostly above about 24%, no sharp cut-off; inactive = mostly below about 32%; also: some compounds called inactive have numbers as strong as hits
# FID counter: counter-screen for HCV NS3 helicase inhibitors: DNA intercalator displacement. DNA fluorescent intercalator displacement, fluorescence. inhibition, % at 7.9 µM. 290,000 tested, 0.17% active. AID 1845; in the data active = inhibition above about 37%;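 also: 0% = vehicle and 100% = reference compound; higher means more ethidium bromide displaced from hairpin DNA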
# OXTR agonist: human OXTR agonism; P30559; CHO-OTR cells, Fluo-8 calcium fluorescence; normalized: DMSO 0%, oxytocin 100%; activation, % at 3 µM; 320,000 tested, 0.32% active; AID 2435;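 active = activation above the mean of all tested compounds plus 3 SD, cutoff set per screening run, cut at about 20% in these data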;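 also: peak over basal fluorescence ratio from a 100 s FLIPR kinetic read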
# MEKK2mut PB1 HTS: signal of MEK5 binding to mutant human MEKK2 PB1 domain | AID 1530 | 290,000 tested, 0.35% active | bead flow cytometry, Alexa488-MEK5 binding to MEKK2 mutant | percent response, % at 10 µM; in the data active = percent response above about 24%, passing the limit was not always enough; also: inactives centre near 1; some results filed as inactive read as strong as hits; reference of the scale not given here
# MEKK2 WT-MEK5: raises or lowers MEK5 binding to wildtype human MEKK2 PB1 domain. 290,000 tested, 1.1% active. Q9Y2U5. bead flow cytometry, Alexa488-MEK5 binding to MEKK2 WT; actives lie on both sides. binding response (% of control), % at 10 µM. AID 1531; in the data active = binding response below about 67% or above about 130%
# PHOSPHO1 inh: PHOSPHO1 (human) inhibition. recombinant PHOSPHO1, absorbance phosphatase assay. 290,000 tested, 1.1% active. inhibition, % at 13.3 µM; in the data active = inhibition above about 60%
# M18AAP inhibitor: blocks P. falciparum M18 aspartyl aminopeptidase; recombinant PfM18AAP, H-Glu-NHMec fluorogenic cleavage; inhibition, % at 7.35 µM; 290,000 tested, 1.2% active; AID 1822;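 active = inhibition above the campaign mean inhibition over all tested compounds plus 3 SD, cut at about 28% in these data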;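 also: 0% = plate median of test compound wells and 100% = 2 mM ZnCl2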
# MEKK3 PB1 HTS: MEKK3-MEK5 PB1 interaction, increase or decrease. bead-based flow cytometry, Alexa488-MEK5 binding to MEKK3; actives lie on both sides; 0 = blocked by unlabeled MEK5, 100 = vehicle. 290,000 tested, 1.4% active. binding response (% of control), % at 10 µM;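 active = binding response more than 3 SD above or below the average of its plate-row segment, actives on both sides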;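 also: Alexa488 bead fluorescence after subtracting the streptavidin-only scavenger bead signal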
# Target sequence (Q99759 whole entry, looked up): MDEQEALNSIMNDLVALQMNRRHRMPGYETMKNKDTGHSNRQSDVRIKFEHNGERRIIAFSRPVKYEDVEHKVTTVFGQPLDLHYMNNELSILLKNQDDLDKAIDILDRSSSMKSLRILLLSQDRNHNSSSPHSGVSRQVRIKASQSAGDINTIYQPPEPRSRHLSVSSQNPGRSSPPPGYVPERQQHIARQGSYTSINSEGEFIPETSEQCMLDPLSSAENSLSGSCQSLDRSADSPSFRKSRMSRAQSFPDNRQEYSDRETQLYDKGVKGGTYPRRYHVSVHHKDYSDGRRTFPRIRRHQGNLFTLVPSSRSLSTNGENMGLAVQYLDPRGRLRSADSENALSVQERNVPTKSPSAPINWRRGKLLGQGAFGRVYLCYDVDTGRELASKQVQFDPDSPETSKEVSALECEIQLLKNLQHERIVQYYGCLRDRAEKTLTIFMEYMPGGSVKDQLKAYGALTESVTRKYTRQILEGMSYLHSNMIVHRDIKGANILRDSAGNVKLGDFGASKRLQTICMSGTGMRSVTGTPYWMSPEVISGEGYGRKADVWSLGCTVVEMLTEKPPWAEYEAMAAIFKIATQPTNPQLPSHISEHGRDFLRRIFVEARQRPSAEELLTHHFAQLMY
# GPR7 antagonist: human neuropeptides B/W receptor 1 antagonism; P48145; GPR7-expressing cells, fluorescence antagonist assay; inhibition, % at 4.4 µM; 290,000 tested, 1.1% active; in the data active = inhibition above about 16%, passing the limit was not always enough;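 also: cells stimulated with the agonist NPW; 0% = agonist with vehicle and 100% = vehicle without agonist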
# Target sequence (P48145 whole entry, looked up): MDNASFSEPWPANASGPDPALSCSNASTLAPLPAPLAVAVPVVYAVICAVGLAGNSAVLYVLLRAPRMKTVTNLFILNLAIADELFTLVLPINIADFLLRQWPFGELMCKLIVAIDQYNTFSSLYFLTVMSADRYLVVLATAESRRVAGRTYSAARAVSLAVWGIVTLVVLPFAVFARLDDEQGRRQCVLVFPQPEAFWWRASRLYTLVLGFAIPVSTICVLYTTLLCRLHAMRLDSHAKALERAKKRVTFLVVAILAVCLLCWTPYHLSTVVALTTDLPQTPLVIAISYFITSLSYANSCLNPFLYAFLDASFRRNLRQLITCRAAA
# An asterisk follows results filed as active; . = not tested or not shown; [ ] = another dose, or the depositor's remark.
SMILES,NALP1 inh,FID counter,OXTR agonist,MEKK2mut PB1 HTS,MEKK2 WT-MEK5,PHOSPHO1 inh,M18AAP inhibitor,MEKK3 PB1 HTS,GPR7 antagonist
Cc1oc(-c2ccccc2F)nc1CS(=O)CC(=O)NCc1ccc2c(c1)OCO2 (configuration not stated),-11.0,-27.1,-0.6,15.0,107.0,-5.3,0.7,107.0,1.4
COc1ccccc1N1CCN(/N=C/c2ccc([N+](=O)[O-])cc2)CC1,35.1,-12.1,.,7.0,104.0,19.2,-4.9,108.0,-12.1
Cc1ccc(NC(=S)N2CCN(S(=O)(=O)c3c(F)cccc3F)CC2)cc1C,-3.0,-13.9,-0.5,-10.0,97.0,8.8,-1.0,102.0,-10.2
CC(C)(C)c1ccc(-n2ncc3c2CCCC3NC(=O)CN2CCCC2=O)cc1 (configuration not stated),16.1,-30.6,2.3,4.0,104.0,36.4,-2.8,101.0,-14.3
CCOC(=O)c1c(C)nc2sc3c(=O)n(-c4ccc(C)cc4)cnc3c2c1-c1ccc(OC)cc1,19.4,3.4,0.2,1.0,96.0,33.8,6.3,98.0,-3.3
CC1(C(=O)O)C=CC2(CCCCC2)N1C(=O)c1ccccc1 (configuration not stated),33.3,-10.3,-0.1,7.0,95.0,-1.4,1.3,96.0,-12.8
Cc1ccc(C(=O)Nc2ncc(C)s2)o1,4.7,-4.9,-0.1,8.0,101.0,-0.1,-1.1,101.0,-12.3
C=CCSC1=C(C#N)C(c2ccccc2OCC)CC(=O)N1 (configuration not stated),25.9,-4.1,0.0,-22.0,-8.0*[inhibitor],-6.9,-2.9,0.0*[inhibitor],-9.4
COc1ccc(C2=NOC(C(=O)NCc3ccc(F)cc3)C2)cc1OC (configuration not stated),.,-20.1,0.0,.,.,-3.9,-3.8,.,12.1
COc1ccc(SCC(=O)c2cc(C)c(OC(=S)N(C)C)c(C)c2)cc1,19.0,-9.8,1.1,5.0,100.0,35.2,8.1,101.0,-0.8
COc1ccccc1NS(=O)(=O)c1ccc(Br)s1,3.8,0.3,-2.2,3.0,97.0,-0.4,0.4,102.0,0.4
COc1cccc(Nc2nc(-c3sc(N)nc3C)cs2)c1,6.2,0.4,0.1,-1.0,104.0,65.8*,15.8,96.0,-1.8
Cc1ccccc1OCCN1C(=O)NC2(CCCc3ccccc32)C1=O (configuration not stated),26.2,-15.9,0.0,-3.0,99.0,12.5,-7.2,102.0,19.0
CC(=O)c1c(C)[nH]c(C(=O)CN2C(=O)NC(C)(c3ccc(C)cc3)C2=O)c1C (configuration not stated),12.8,-16.9,20.4*,-8.0,89.0,24.1,-1.6,93.0,19.8*
CCOC(=O)c1ccc2[nH]c(C)c(C)c2c1,.,-4.6,-1.5,2.0,90.0,.,-1.8,83.0,-6.7
CN(C(=O)CCc1nc2ccccc2s1)c1ccccc1,33.3,-17.4,-1.3,-2.0,84.0,-13.8,1.1,84.0,-6.6
CCCC(O)(CCC)C(=O)NNc1ccc(C)cc1,18.8,-3.7,-0.9,-16.0,84.0,24.0,-3.7,75.0,12.8
COC(=O)c1cc(C#N)c(Oc2ccc(OC)cc2)nc1C,17.1,-4.5,-1.8,-9.0,99.0,21.8,-0.3,106.0,-18.3
CCCCNC(=O)CCC(=O)NNc1nc2ccccc2c2nc(C)nn12,18.2,-10.2,-0.8,-3.0,92.0,-7.1,24.9,94.0,-12.0
Cc1ccc(C2(C)NC(=O)N(CC(=O)NC(=O)NC3CCCC3)C2=O)cc1 (configuration not stated),8.2,-27.6,.,.,.,-41.5,-2.5,.,-9.9
Cc1ccc(C(C)NC(=S)NC2CCCCC2)c(C)c1 (configuration not stated),12.2,-20.3,.,-4.0,96.0,22.6,9.4,103.0,5.3
CC(CN1CCOCC1)OC(=O)c1ccccc1Br (configuration not stated),6.5,-2.6,0.5,4.0,102.0,-32.1,-7.8,95.0,-16.8
COc1ccc(C(=O)NCCN2C(=O)S/C(=C\c3cccnc3)C2=O)c(OC)c1OC,30.7,-28.2,0.5,-1.0,97.0,-6.7,2.2,97.0,0.1
CC(=O)Nc1ccc(NC(=O)C2CCCN2C(=O)Nc2ccccc2[N+](=O)[O-])cc1 (configuration not stated),-2.1,-1.8,0.0,-6.0,97.0,16.1,0.0,98.0,-0.7
O=[N+]([O-])c1cc(Cl)ccc1NCCNc1ncc(C(F)(F)F)cc1Cl,31.2,-2.3,-0.5,-15.0,94.0,18.0,5.0,86.0,-9.6
O=C(COC(=O)C1CC(=O)N(Cc2ccccc2)C1)c1ccc(Br)cc1 (configuration not stated),22.6,-15.2,-1.2,-2.0,100.0,4.9,0.2,108.0,5.8
CC(C)c1ccccc1NC(=O)Nc1ccc(F)cc1F,11.3,-3.5,1.0,12.0,103.0,15.7,-3.4,106.0,-11.1
CCc1nnc(NC(=O)CN2CCN(Cc3ccccc3C)CC2)s1,14.8,1.5,0.4,1.0,108.0,41.1,-1.7,100.0,-7.5
CC1=C(C#N)C(c2cccnc2)C2=C(CCCC2=O)N1 (configuration not stated),7.1,1.0,-0.5,23.0,109.0,-8.3,-4.7,116.0,1.2
CN=C(C)/C(C(=O)OC)=C(/O)c1ccc(Cl)cc1Cl,14.7,-0.4,-0.7,0.0,98.0,23.1,-8.6,101.0,-7.5
O=C(CCC(=O)N(CC(=O)NC1CCCCC1)Cc1ccco1)Nc1nccs1,-4.9,-12.8,-0.3,4.0,108.0,0.9,-0.9,103.0,-11.8
O=S(=O)(c1ccc(F)cc1)N1CCc2ccccc21,-4.3,-11.3,-1.7,9.0,100.0,3.8,-7.5,102.0,-16.6
COC(=O)CC1Oc2ccccc2N(Cc2ccc(C)cc2)C1=O (configuration not stated),4.3,-20.8,0.2,16.0,114.0,-1.2,-14.2,116.0,-2.3
CCCCC(=O)OCC(=O)c1ccc(OCC)cc1,-51.4,-1.2,-0.8,6.0,92.0,-16.7,-8.5,106.0,-11.4
O=C1CSc2ccc(C(=O)O)cc2N1,18.6,-3.6,-0.5,-1.0,103.0,8.8,3.5,106.0,-8.4
O=C(OCc1ccccc1)N1CCOCCN(C(=O)OCc2ccccc2)CCOCC1,-4.5,-43.6,-1.2,-11.0,93.0,40.7,-4.5,92.0,1.8
COC(=O)NCC12CC3CC(C1)CC(CNC(=O)OC)(C3)C2,3.7,-2.5,-0.7,3.0,106.0,-2.2,16.3,105.0,-10.1
CCC(C)NC(=O)CN(c1ccc2c(c1)OCO2)S(=O)(=O)c1c(C)n[nH]c1C (configuration not stated),-22.2,-2.6,0.3,1.0,101.0,6.4,-0.2,102.0,-2.7
COc1ccc(C2=NO[C@@H]3C(=O)N(c4cccc(C)c4C)C(=O)[C@H]23)cc1OC,10.8,-9.7,4.4,5.0,107.0,2.8,0.1,108.0,-3.5
CCN(CC(=O)NCc1ccc(F)cc1)C(=O)c1ccc(C)o1,12.1,-2.2,0.3,0.0,98.0,10.3,-7.9,99.0,-12.3

# Entries of single compounds as entered above:
# CC(C)c1ccccc1NC(=O)Nc1ccc(F)cc1F across the screens: NALP1 inh: 11.3; FID counter: -3.5; OXTR agonist: 1.0; MEKK2mut PB1 HTS: 12.0; MEKK2 WT-MEK5: 103.0; PHOSPHO1 inh: 15.7; M18AAP inhibitor: -3.4; MEKK3 PB1 HTS: 106.0; GPR7 antagonist: -11.1
# O=C1CSc2ccc(C(=O)O)cc2N1 across the screens: NALP1 inh: 18.6; FID counter: -3.6; OXTR agonist: -0.5; MEKK2mut PB1 HTS: -1.0; MEKK2 WT-MEK5: 103.0; PHOSPHO1 inh: 8.8; M18AAP inhibitor: 3.5; MEKK3 PB1 HTS: 106.0; GPR7 antagonist: -8.4
# CC1(C(=O)O)C=CC2(CCCCC2)N1C(=O)c1ccccc1 (configuration not stated) across the screens: NALP1 inh: 33.3; FID counter: -10.3; OXTR agonist: -0.1; MEKK2mut PB1 HTS: 7.0; MEKK2 WT-MEK5: 95.0; PHOSPHO1 inh: -1.4; M18AAP inhibitor: 1.3; MEKK3 PB1 HTS: 96.0; GPR7 antagonist: -12.8

# (cont.)
SMILES,NALP1 inh,FID counter,OXTR agonist,MEKK2mut PB1 HTS,MEKK2 WT-MEK5,PHOSPHO1 inh,M18AAP inhibitor,MEKK3 PB1 HTS,GPR7 antagonist
COC(=O)CCS(=O)(=O)c1cc(Cl)ccc1Cl,21.7,-2.2,0.0,0.0,97.0,8.9,0.0,98.0,-3.9
O=C(Nc1cccn(Cc2c(Cl)cccc2Cl)c1=O)c1ccc(Cl)cc1Cl,7.0,-3.9,-0.4,-1.0,98.0,31.7,4.7,104.0,-0.6
O=C(NCc1ccco1)c1cc(-c2cccnc2)nc2ccc(Cl)cc12,-6.4,-5.7,-1.9,-7.0,90.0,7.3,6.5,83.0,-6.7
OC(CN1CCOCC1)c1ccc(F)cc1 (configuration not stated),-6.7,2.1,0.1,0.0,98.0,19.5,-4.5,100.0,0.5
COc1ccc(C2/C(=C(\O)c3ccc4c(c3)OCCO4)C(=O)C(=O)N2c2nc(C)c(C(C)=O)s2)cc1 (configuration not stated),-8.1,-30.3,1.7,-1.0,96.0,7.9,7.8,97.0,-14.9
COc1ccc(NC(=O)CN2C(=O)c3cccc4cccc2c34)cc1OC,11.5,-7.5,2.2,-3.0,92.0,13.9,-2.4,93.0,-12.2
O=C(N/N=C/c1cc(Br)c(O)c(Br)c1O)c1cccnc1,18.6,-5.3,1.1,-5.0,100.0,18.7,22.6,98.0,4.0
CSc1ccc(S(=O)(=O)NCCSC(C)(C)C)cc1,0.9,-14.7,1.6,10.0,110.0,0.2,-5.6,106.0,12.2
COc1ccc(C(C(=O)NC2CCCC2)N(C(=O)c2ccoc2C)c2cc(C)cc(C)c2)cc1 (configuration not stated),29.7,-12.2,-1.1,0.0,97.0,27.4,-1.5,99.0,-0.3
O=C(CSc1nncn1-c1ccccn1)Nc1ccccc1Cl,1.1,-2.4,0.9,-2.0,98.0,18.4,2.2,100.0,-1.3
CCCN(CCC)CC(O)CN(c1ccccc1)S(=O)(=O)c1ccc(C)cc1 (configuration not stated),5.0,9.3,-1.1,1.0,100.0,1.7,-0.7,100.0,-1.7
COc1ccccc1C(=O)Nc1ccnn1C1CCN(C/C=C/c2ccc(F)cc2)CC1,7.4,11.7,2.5,10.0,116.0,2.5,-0.5,102.0,2.5
CN1CCCc2cc(C#N)c(=O)[nH]c21,18.7,-3.6,-0.1,-2.0,97.0,0.2,-8.8,96.0,-10.6
O=C(Cn1cnc2ccccc21)c1ccc(Br)cc1,5.9,-2.7,1.7,9.0,96.0,24.8,-1.6,108.0,-5.4
CO/N=C\CC(=O)Nc1ccc(Oc2ccccc2)cc1,-1.7,-3.9,-0.2,-4.0,95.0,28.5,-17.1,99.0,-17.2
Cc1nn(-c2ccccc2)c(N2CCCC2)c1/C=N/NC(=O)c1cc(-c2ccccn2)nc2ccccc12,-7.8,-13.7,-2.7,14.0,112.0,-6.0,4.7,103.0,-5.0
Cc1ccc(-c2nc(CN(C)C3CCOCC3)c(C)o2)s1,-0.7,2.7,-0.5,-5.0,96.0,16.8,13.4,102.0,3.3
O=C(CSc1cn(Cc2ccccc2)c2ccccc12)NCc1ccc(F)cc1,28.1,-7.3,-0.8,6.0,100.0,-11.1,-4.9,106.0,1.9
CCOc1cc(CN2CCN(c3cccc(C(F)(F)F)c3)CC2)ccc1O,-7.1,9.1,-0.6,2.0,109.0,30.3,-1.1,102.0,-2.0
COc1cc(C(=O)Nc2nnc(Cc3ccccc3)s2)cc(OC)c1OC,-2.2,-27.2,.,-1.0,99.0,37.5,3.1,98.0,-6.7
CCN(CC)CC(=O)Nc1ccc(-c2nc3cc(NC(=O)CN(CC)CC)ccc3o2)cc1,-6.8,21.6,0.3,15.0,122.0,-3.7,-11.2,109.0,-6.8
NC(=O)COC(=O)c1ccccc1OCc1ccccc1Cl,-13.2,-18.1,-0.8,457.0*,640.0*,-3.4,0.8,125.0,1.9
Cc1ccccc1NC(=O)CCC(=O)N/N=C/c1cc([N+](=O)[O-])ccc1O,24.5,4.6,10.9,-2.0,92.0,2.3,5.3,92.0,-4.7
